Source: PubChem (several laboratories)
FXIa inh: factor XIa (human) inhibition; P03951; purified FXIa, Boc-Glu-Ala-Arg-AMC fluorogenic substrate; inhibition, % at 5 µM; 220,000 compounds, 0.14% hits;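 active = inhibition of at least 40%; inactive = inhibition below 40%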;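 also: fluorescence of freed AMC excited at 355 nm; 0% = enzyme without compound and 100% = no enzyme blank; many of its hits are not listed in these tables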
PERK inhibitor: blocks human PERK kinase. Q9NZJ5. CHO PERK-DD fusion, SEAP luminescence translation reporter. inhibition, % at 5.6 µM. 220,000 compounds, 0.17% hits. AID 1416;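 active = inhibition above the mean inhibition of all tested compounds plus 3 SD, set separately per screening campaign, cut at about 2.9% in these data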;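 also: PERK kinase domain activated by AP20187 dimerizer at 100 nM; 0% = DMSO with dimerizer and 100% = rapamycin at 8.4 µM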
Calpain2 inh: calpain II (pig) inhibition | purified calpain II, fluorogenic peptide substrate, 30 min | inhibition, % at 16 µM | 220,000 compounds, 0.37% hits;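 active = inhibition above about 50%, limit read from the data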
FXIIa inh: blocks human coagulation factor XIIa protease activity; 220,000 compounds, 0.3% hits; purified FXIIa, Boc-QGR-AMC fluorogenic substrate, 2 h; P00748; AID 800; inhibition, % at 5 µM; in the data active = inhibition above about 40%;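 also: 0% = enzyme with no compound and 100% = blank without enzyme; many of its hits are not listed in these tables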
thrombin 1536: inhibitors of human thrombin; alpha-thrombin, Boc-VPR-AMC fluorogenic substrate cleavage; inhibition, % at 5 µM; P00734; 220,000 compounds, 0.26% hits; AID 1046;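 active = inhibition at or above 40%; inactive = inhibition below 40%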;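 also: 0% = enzyme with no compound and 100% = wells without enzyme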
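System – human alpha-thrombin protein · Reagent – Boc-VPR-AMC substrate, 15 µM final · Compound – 5 µM single dose in 0.2% DMSO · Schedule – reaction at room temperature · Technique – AMC fluorescence at 355 nm excitation and 460 nm emission · Read-out basis – % inhibition relative to enzyme controls and enzyme-free blanks · Control set – no-compound enzyme wells and no-enzyme blanks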
Furin inh: human furin inhibition; P09958; purified furin, fluorogenic substrate cleavage; inhibition, % at 30 µM; 220,000 compounds, 0.061% hits; in the data active = inhibition above about 25%; also: inactives centre near -15
Target sequence (P09958 108-714 limits assumed): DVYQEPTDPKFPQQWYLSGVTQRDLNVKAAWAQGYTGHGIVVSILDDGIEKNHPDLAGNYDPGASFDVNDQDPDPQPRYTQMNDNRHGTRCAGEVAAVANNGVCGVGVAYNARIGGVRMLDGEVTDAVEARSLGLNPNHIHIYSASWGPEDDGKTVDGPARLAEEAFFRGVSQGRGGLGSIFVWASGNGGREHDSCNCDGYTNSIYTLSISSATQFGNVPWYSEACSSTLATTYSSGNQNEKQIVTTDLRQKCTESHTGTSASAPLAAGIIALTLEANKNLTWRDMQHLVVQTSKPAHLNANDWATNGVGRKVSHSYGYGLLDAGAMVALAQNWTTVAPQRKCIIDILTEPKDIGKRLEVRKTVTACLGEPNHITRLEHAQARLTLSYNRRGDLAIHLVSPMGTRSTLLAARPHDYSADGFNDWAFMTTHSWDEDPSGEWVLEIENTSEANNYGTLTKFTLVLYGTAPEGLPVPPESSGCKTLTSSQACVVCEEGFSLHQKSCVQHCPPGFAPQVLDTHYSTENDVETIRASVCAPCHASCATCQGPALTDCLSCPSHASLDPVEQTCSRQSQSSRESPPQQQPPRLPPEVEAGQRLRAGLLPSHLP
hK5 inh: kallikrein 5 (human) inhibition; AID 873; inhibition, % at 5 µM; recombinant hK5, fluorogenic AMC substrate cleavage; 210,000 compounds, 0.59% hits; Q9Y337;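 active = inhibition of 40% or more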;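 also: 0% = enzyme controls without compound and 100% = no-enzyme blanks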
Cl transport mod: modulates chloride dependent transport by human KCC2; 190,000 compounds, 2.2% hits; Q9H2X9; AID 1456; KCC2 cells, thallium flux FluoZin-2 fluorescence; B-score of Tl+ flux slope (higher = more flux/activation; lower = inhibition) at 10 µM;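 active = thallium flux slope and its plate-corrected score both differing from the plate sample mean at a set confidence after two filtering rounds, in either direction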;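 also: slope of fluorescence scaled to starting intensity during 10 to 20 s after thallium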
Rad51 HR inh: Rad51 (human) homologous recombination inhibition. Q06609. hRad51 DNA strand exchange, fluorescence dequenching. inhibition, % at 10 µM. 200,000 compounds, 0.085% hits;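 active = inhibition above 40% at the single screening dose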;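 also: 0% = DMSO control wells and 100% = blanks with heterologous ssDNA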
Target sequence (Q06609 whole entry, looked up): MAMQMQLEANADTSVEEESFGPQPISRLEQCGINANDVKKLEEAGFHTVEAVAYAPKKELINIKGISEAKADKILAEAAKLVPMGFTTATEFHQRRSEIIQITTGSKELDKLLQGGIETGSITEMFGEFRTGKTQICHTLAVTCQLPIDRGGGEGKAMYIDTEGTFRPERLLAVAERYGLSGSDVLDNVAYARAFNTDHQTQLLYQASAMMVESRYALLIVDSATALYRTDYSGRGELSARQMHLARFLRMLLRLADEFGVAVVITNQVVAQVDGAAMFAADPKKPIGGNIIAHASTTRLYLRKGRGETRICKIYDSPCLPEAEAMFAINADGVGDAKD
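Read-out basis: percent inhibition relative to plate controls and blanks / Assay system: human Rad51 nucleoprotein filaments preassembled on unlabelled ssDNA / Timing: filaments 15 min 37 °C, then compound 30 min / Control set: per-plate controls and blanks / Technique: fluorescence dequenching at 485/520 nm / Compound: 10 µM final, single point / Also added: Fluorescein- and BHQ1-tagged 47-mer duplex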
Active calls of the source: *; i = inactive; · = no result given; [ ] = another dose, or the depositor's remark. The list is partial; the hit share may differ from the screen's.

Every second line gives: FXIa inh	PERK inhibitor	Calpain2 inh	FXIIa inh	thrombin 1536	Furin inh	hK5 inh	Cl transport mod	Rad51 HR inh
> Cc1ccc(NCc2ccccc2O)cc1
  -5	0.9	13	0	-4	-18[20 µM]	-6	·	-2
> Cc1c(OCc2ccccc2)cccc1OCc1ccccc1
  0	0.4	17	3	1	-12	2	0.43	5
> Cc1cc[n+](C(C)C(=O)c2ccc(-c3ccccc3)cc2)cc1 (stereo not drawn)
  -3	1.4	-34	8	-6	-34	-6	0.75	9
> CCOc1ccc(Br)cc1S(=O)(=O)N1CCCC1
  -2	0.1	-5	4	0	-18[20 µM]	-12	0.055	-7
> Cc1cc(NC(=O)c2sc(Nc3ccc(F)c(Cl)c3)nc2N)no1
  -5	0.0	-7	-8	-10	-15	-10	0.69	-1
> COc1ccc(-c2cc3c(nn2)-c2ccccc2C3=O)cc1
  1	1.0	5	13	-9	-25	-5	0.12	4
> O=C(c1ccco1)N1CCN(C(=O)C2CC(c3ccc(Cl)c(Cl)c3)=NO2)CC1 (stereo not drawn)
  -1	0.0	-20	-2	-1	-9[20 µM]	-10	-0.23	11
> COc1ccccc1NC(CC(=O)c1ccccc1)C(=O)OCC(=O)c1ccc(F)cc1 (stereo not drawn)
  -6	-0.4	15	1	-7	-11	-10	-3.5	-15
> Cc1ccc2nc(SCc3nnc(-c4ccccc4)o3)[nH]c2c1
  2	0.0	9	10	0	-17[20 µM]	-12	-1	0
> Cc1nnc(SCc2cn3ccsc3n2)n(N)c1=O
  1	0.2	-30	8	2	-19[20 µM]	-18	·	-3
> CC1CCN(S(=O)(=O)c2ccccc2[N+](=O)[O-])CC1
  -4	0.6	3	2	-1	-25	-11	-0.14	·
> O=C(COC(=O)C1COc2ccccc2O1)NC1CCS(=O)(=O)C1 (stereo not drawn)
  0	0.7	-46	11	-6	-16	-16	·	-1
> COC(=O)C1=CN(c2ccc(OC)cc2)C=C(C(=O)OC)C1c1ccc(C)c([N+](=O)[O-])c1
  10	0.7	44	16	1	-25	-8	-0.38	-29
> C=CCC1CCCCC12NC(=O)N(c1ccccc1)N2 (stereo not drawn)
  3	0.8	-1	6	-8	-9	1	-1.2	·
> COc1ccc(/C=C2\C(=O)ON=C2c2cccc([N+](=O)[O-])c2)cc1
  -3	1.8	-36	2	-9	-29	0	-1.8	-92
> O=C(CSc1nc2ccccc2s1)Nc1cc(S(=O)(=O)N2CCOCC2)ccc1O
  13	0.7	-16	2	7	3	-11	0.28	6
> COc1ccc(COc2cc(-c3cccc(OC)c3)nc3ccc(NC(=O)c4ccc(N(C)C)cc4)cc23)cc1
  8	-0.8	-97	17	13	-7	6	0.91	1
> Cn1cc(CCC(=O)N2CCCC(C(=O)c3ccc(C(C)(C)C)cc3)C2)cn1 (stereo not drawn)
  -1	1.0	-11	5	-1	-20	21	·	·
> O=C(CCC(=O)c1cccs1)Nc1ccc(N2CCCCC2)cc1
  -3	1.1	-76	2	4	-14	-16	-0.47	0
> Cn1c(N)c(C(=O)COC(=O)c2cc(-c3ccco3)nc3ccccc23)c(=O)n(C)c1=O
  -6	-0.9	-274	-3	-3	-5	-18	0.13	·
> CC(C)c1cc(C(N)=O)c(NC(=O)C2CCC2)s1
  2	1.3	-9	-4	-4	-14[20 µM]	9	-1.6	-5
> COc1cc(C(=O)N(Cc2cc3ccccc3[nH]c2=O)CC2CCCO2)cc(OC)c1OC (stereo not drawn)
  0	-0.2	-10	6	0	-5	0	-0.53	3
> C/C(=C\C(=S)Nc1ccccc1)Nc1cccc2ccccc12
  1	-0.8	-102	9	9	-7	2	0.66	·
> O=C(CN1C(=O)CSc2ccc(S(=O)(=O)N3CCOCC3)cc21)NCCCN1CCOCC1
  -2	0.6	-3	3	-4	-17	-3	1.4	-3
> CC1CC1c1ccc(/C=C(\C#N)C(=O)Nc2ccccc2Cl)o1 (stereo not drawn)
  -5	-0.2	32	-2	-6	-8	4	0.69	-7
> C[n+]1ccccc1COc1ccc(C(C)(C)C)cc1
  -3	0.3	8	4	-4	-15	-7	-0.12	-5
> O=C(Nc1ccccc1)N1CCCN(Cc2c(F)cccc2Cl)CC1
  1	-0.1	-130	5	-7	-7	-4	·	21
> O=C(N/N=C/c1ccncc1)NC1CCCCC1
  -4	-0.4	-13	7	-3	-12	1	-0.27	4
> Cn1cc(/C=C2/SC(=O)N(c3ccccc3)C2=O)c2ccccc21
  2	1.2	-70	9	-3	-11[20 µM]	-16	-0.35	·
> Cc1ccc(NC(=O)CCS(=O)(=O)c2cccc3nonc23)cc1
  -3	0.5	-19	12	-2	-23	1	-1.3	4

Following part
mol	FXIa inh	PERK inhibitor	Calpain2 inh	FXIIa inh	thrombin 1536	Furin inh	hK5 inh	Cl transport mod	Rad51 HR inh
COc1ccc(/C(C)=N/OCC(=O)N=Nc2c(O)[nH]c3ccccc23)cc1	7	0.2	6	5	-4	-23	-4	-0.56	-9
Nc1nnc(CC(=O)NCc2ccccc2)s1	0	2.1	-11	1	-5	-23	2	·	0
C=CCOc1ccc(/C(CC)=N/O)c(OC)c1	0	0.4	13	3	1	20[20 µM]	-14	-0.15	-7
COC(=O)c1cc2c(-c3ccccc3)cc3ccccn3c-2c1C(=O)OC	-12	-1.0	-39	14	4	-4[20 µM]	-11	-0.016	-4
CCCOc1ccc(C(=O)c2ccccc2C(=O)O)cc1OCCC	0	0.8	-2	6	-1	-4	0	0.93	11
COc1ccc(CCNC(=O)CN(c2ccc(C)cc2)S(=O)(=O)c2c(C)noc2C)cc1OC	2	-0.9	-3	14	1	-20	-3	·	-3
N#Cc1ccc(C(c2nnnn2CCc2ccccc2)N2CCCCCC2)cc1 (stereo not drawn)	3	-0.1	33	15	1	-19	-18	-1.4	0
COc1ccc(/C=C/C(=O)NCC(=O)N/N=C(/CCC(=O)O)c2ccccc2)cc1	-4	-0.7	-8	3	-6	-13	-4	0.022	15
CCOP(=O)(OCC)C(Nc1cccc(C(F)(F)F)c1)c1ccc(F)cc1 (stereo not drawn)	-3	-0.4	-3	8	-7	-17	-24	0.3	-8
CN=c1sc2ccccc2n1CC(O)COCc1ccco1 (stereo not drawn)	4	-0.5	-1	9	8	-9[20 µM]	-11	-0.23	2
CC(C)S(=O)(=O)c1nsc2nc(=O)c(/C=C3\C=Nc4ccccc43)c(N)n12	2	-0.1	3	0	-15	-21	-5	-0.35	-4
CC1CCCC2(C1)NC(=S)N(c1ccccc1)N2 (stereo not drawn)	13	-0.2	0	11	1	-17[20 µM]	-5	0.3	-8

A second format for part of the listing above.
FXIa inh	PERK inhibitor	Calpain2 inh	FXIIa inh	thrombin 1536	Furin inh	hK5 inh	Cl transport mod	Rad51 HR inh	compound
-3	-0.4	-3	8	-7	-17	-24	0.3	-8	CCOP(=O)(OCC)C(Nc1cccc(C(F)(F)F)c1)c1ccc(F)cc1 (stereo not drawn)
0	0.4	13	3	1	20[20 µM]	-14	-0.15	-7	C=CCOc1ccc(/C(CC)=N/O)c(OC)c1
-12	-1.0	-39	14	4	-4[20 µM]	-11	-0.016	-4	COC(=O)c1cc2c(-c3ccccc3)cc3ccccn3c-2c1C(=O)OC

Later entries.
mol	FXIa inh	PERK inhibitor	Calpain2 inh	FXIIa inh	thrombin 1536	Furin inh	hK5 inh	Cl transport mod	Rad51 HR inh
CC1Cc2ccccc2N1C(=O)CSc1nc2c(c(=O)n(C)c(=O)n2C)n1Cc1ccccc1 (stereo not drawn)	2	-1.0	-33	10	0	-1	-1	·	4
COC(=O)c1ccc(N/C(=N/S(=O)(=O)c2ccccc2)c2ccccc2)cc1	1	-0.1	14	5	-21	-16	-3	-1.1	-1
COc1ccc([N+](=O)[O-])cc1/C=N/Nc1nn[nH]n1	-1	2.1	9	-7	-15	-23	-5	-2.1	-4
Cc1c(-c2cccc(NC(=O)c3cccs3)c2)nc2ncccn12	-19	-0.6	-481	-20	-27	4	-35	-1.7	0
O=C(CCn1[nH]c(=O)c2ccccc2c1=O)NCCO	-7	-0.2	-35	6	-8	3[20 µM]	-17	-0.36	5
COc1ccc(C(=O)c2cnc(C(C)C)n2C)cc1	-16	0.6	27	-6	-7	-20	-27	·	-3
CC(=O)c1ccc(-n2nncc2C)cc1	6	0.1	-1	11	-5	-18	3	-0.59	4
O=S(=O)(c1ccccc1Cl)N1CCC(O)(c2ccc3c(c2)OCO3)CC1	3	-0.2	12	14	0	-16	-8	-1.9	·
COC(=O)[C@H]1C[C@@H]1[C@H](NC(=O)c1ccccc1)c1ccccc1	2	-0.2	6	11	-1	-5	-2	-0.01	6
O=C(CSc1nnc(-c2ccco2)o1)c1ccccc1	-9	1.1	20	-2	-6	-28	-1	-0.22	-4
CCC(CC)C1=NN2C(=N)/C(=C\c3cc(C)n(-c4cccc(C)c4)c3C)C(=O)N=C2S1	7	1.4	-123	7	0	-22	-14	6.3	2
CC(=O)NC1CC2CCCC(C1)N2S(=O)(=O)c1ccccc1 (stereo not drawn)	3	0.3	6	8	6	0[20 µM]	0	0.075	1
COc1ccc(CNc2oc(-c3cccc4ccccc34)nc2P(=O)(OC)OC)cc1	-8	0.3	i	-32	-17	-129	-50	-0.7	9
Cc1ccc(C(=O)NCCSC(C)(C)C)cc1	8	0.3	22	28	1	-22[20 µM]	-13	1.7	·
